OX1R antag – antagonists of human orexin 1 receptor (OX1R) | OX1R-expressing cells, FRET antagonist read-out | inhibition, % at 6.6 µM | 330,000 compounds, 1.8% hits; in the data active = inhibition mostly above about 38%, no sharp cut-off; inactive = mostly below about 40%;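 note: 0% = agonist challenge alone and 100% = reference antagonist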
Target sequence (O43613 whole entry, looked up): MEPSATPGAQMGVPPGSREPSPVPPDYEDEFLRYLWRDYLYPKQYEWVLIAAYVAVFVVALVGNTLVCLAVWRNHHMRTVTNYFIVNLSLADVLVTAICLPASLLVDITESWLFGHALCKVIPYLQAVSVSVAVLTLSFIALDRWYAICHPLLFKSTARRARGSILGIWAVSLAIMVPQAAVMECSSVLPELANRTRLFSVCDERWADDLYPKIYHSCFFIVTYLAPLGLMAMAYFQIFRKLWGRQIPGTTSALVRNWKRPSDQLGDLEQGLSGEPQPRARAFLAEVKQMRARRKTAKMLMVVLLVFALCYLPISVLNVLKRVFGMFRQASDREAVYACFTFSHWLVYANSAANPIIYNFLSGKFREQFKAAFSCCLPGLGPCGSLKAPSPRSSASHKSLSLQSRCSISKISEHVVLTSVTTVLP
STK33 kinase inh – human STK33 kinase inhibition; AID 2661; inhibition, % at 10 µM; purified STK33, MBP phosphorylation, ADP-Glo luminescence; Q9BYT3; 320,000 compounds, 0.073% hits;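 active = inhibition at or above 25%, using the most active replicate where run in duplicate; inactive = inhibition below 25%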
Target sequence (Q9BYT3 whole entry, looked up): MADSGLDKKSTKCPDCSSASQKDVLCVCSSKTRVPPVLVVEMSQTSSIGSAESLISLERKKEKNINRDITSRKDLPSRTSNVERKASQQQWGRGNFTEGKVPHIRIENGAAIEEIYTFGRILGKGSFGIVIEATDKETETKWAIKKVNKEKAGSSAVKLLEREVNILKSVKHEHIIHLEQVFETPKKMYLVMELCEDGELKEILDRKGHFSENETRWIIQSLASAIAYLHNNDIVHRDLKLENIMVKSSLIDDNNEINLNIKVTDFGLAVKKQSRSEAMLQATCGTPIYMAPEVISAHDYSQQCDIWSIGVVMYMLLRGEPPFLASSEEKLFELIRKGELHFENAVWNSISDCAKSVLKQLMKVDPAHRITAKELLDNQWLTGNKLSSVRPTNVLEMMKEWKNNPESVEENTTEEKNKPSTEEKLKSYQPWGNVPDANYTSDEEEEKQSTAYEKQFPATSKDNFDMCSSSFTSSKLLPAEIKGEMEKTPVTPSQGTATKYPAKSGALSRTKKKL
The depositor's hits bear a star; nt = no result given.

Sample of the layout, six compounds:
SMILES	OX1R antag	STK33 kinase inh
COc1ccc(NC(=O)C2CCCN(S(=O)(=O)c3c(C)n[nH]c3C)C2)cc1OC (stereo unspecified)	18.2	nt
CCOc1ccc2c(C)c(C(=O)O)oc2c1OCC	4.2	0.3
O=[N+]([O-])c1c(NCCO)cc(N2CCCCCC2)c2nonc12	42.3	-0.3
CCOC(=O)N1CCC(NS(=O)(=O)c2ccc3c(c2)OCC(=O)N3)CC1	16.9	-0.1
COc1ccc2c(c1)-c1nc(/N=C/c3ccc(O)c(OC)c3)sc1CC2	13.7	-3.0
CN(C)c1ccc(-c2ccccc2)nn1	14.7	-0.9

Results, repeating the preview:
SMILES	OX1R antag	STK33 kinase inh
COc1ccc(NC(=O)C2CCCN(S(=O)(=O)c3c(C)n[nH]c3C)C2)cc1OC (stereo unspecified)	18.2	nt
CCOc1ccc2c(C)c(C(=O)O)oc2c1OCC	4.2	0.3
O=[N+]([O-])c1c(NCCO)cc(N2CCCCCC2)c2nonc12	42.3	-0.3
CCOC(=O)N1CCC(NS(=O)(=O)c2ccc3c(c2)OCC(=O)N3)CC1	16.9	-0.1
COc1ccc2c(c1)-c1nc(/N=C/c3ccc(O)c(OC)c3)sc1CC2	13.7	-3.0
CN(C)c1ccc(-c2ccccc2)nn1	14.7	-0.9
COCCNc1nc(SC)nc2sc3c(c12)CCN(C)C3	-8.8	4.4
Cc1ccc2cc(CCNC(=O)c3ccc4c(c3)OCO4)c(=O)[nH]c2c1C	2.4	-0.5
O=C(Nc1nnc(-c2cccs2)o1)c1cc(-c2ccccc2)nc2ccccc12	46.2*	-2.3
CC(C)(C)c1ccc(C(=O)NCc2ccc(Cl)cc2)cc1	5.6	0.3
O=C(Cc1cccs1)Nc1cc(S(=O)(=O)N2CCCCC2)ccc1Cl	6.5	0.2
Cc1cc(C)c[n+](-c2nc3ccccc3nc2[N-]S(=O)(=O)c2cccs2)c1	33.2	-1.4
CCS(=O)(=O)NCCc1cc2c(OC)ccc(OC)c2[nH]c1=O	6.1	-5.8
O=C(COC(=O)Cc1ccsc1)NC1CCCCCC1	-4.3	-1.4
CC1=CC(C)(C)N(S(=O)(=O)c2ccc(F)cc2)c2ccc(C)cc21	11.9	-2.1
Clc1ccc(C2=C3CCCCn4c(-c5ccccc5)c[n+](c43)C2)cc1	8.3	-0.7
O=C(Oc1c(Cl)cc(Cl)c2cccnc12)N1CCOCC1	19.6	0.3
CS(=O)(=O)N(CC(=O)NCc1ccco1)c1ccc(Cl)cc1Cl	11.0	-0.5
Cc1onc(-c2c(F)cccc2Cl)c1C(=O)NC1CCCCCC1	19.0	-1.0
c1ccc(COc2ccc(CN3CCN(c4ccccn4)CC3)cc2)cc1	0.9	-0.7
CC(C)COC(=O)N1CCN(S(=O)(=O)c2ccc3c(c2)CCC3)CC1	6.9	0.8
CC(C)N(C(=S)NCc1ccccc1)c1ccccc1	9.5	2.4
COc1ccc(-c2nn3c(-c4ccco4)nnc3s2)cc1OC	28.9	-1.0
CCC(=O)Nc1cccc(NC(=S)NC(=O)c2ccccc2)c1	11.0	1.1
CCCc1cc2c(=O)c(-c3ccc4c(c3)OCCO4)c(C)oc2cc1OS(C)(=O)=O	15.9	-0.3
CN(C)c1ccnc2sc(C(=O)NCc3ccccc3)c(N)c12	10.1	-2.0
COc1ccc(-n2nc(C(=O)c3cccs3)cc(-c3nc4ccccc4[nH]3)c2=N)cc1	10.1	-1.8
COc1cccc(NC(=S)N/N=C2\CC3CCC2(C)C3(C)C)c1 (stereo unspecified)	12.8	-1.2
O=C(O)C(c1ccccc1)N1C(=O)/C(=C\c2ccc(O)c(O)c2)SC1=S (stereo unspecified)	10.7	0.8
CCOC(=O)Cc1csc(NC(=O)CS(=O)(=O)Cc2ccccc2)n1	4.4	-4.0
COC(=O)[C@@]1(Cc2ccc(F)cc2)[C@H]2c3cc(C(=O)N(C)C)n(CCc4ccc(OC)c(Br)c4)c3C[C@H]2CN1C(=O)c1ccccc1	29.4	0.9
CC(C)c1ccc(NC(=O)C2CC(=O)Nc3nc4ccccc4n32)cc1 (stereo unspecified)	-1.9	-0.8
Cc1nc(SCC(=O)Nc2c(C)n(C)n(-c3ccccc3)c2=O)[nH]c(=O)c1Cc1ccccc1	28.8	-2.1
COCCCNC(=O)CN(c1ccc(OC)cc1)S(=O)(=O)c1ccc(NC(C)=O)cc1	4.5	-0.9
CCN1C[C@@H]2[C@@H]3C(=O)N(Cc4ccccc4)C(=O)[C@@H]3[C@](CC)(C1=O)N2C(=O)c1ccc(C(F)(F)F)cc1	-1.6	-0.7
Cc1cccc(C(=O)NC(=S)Nc2ccc(N3CCOCC3)cc2)c1	3.8	-0.4
O=C(O)C1C(c2ccccc2)C(C(=O)OCCCO)C1c1ccccc1 (stereo unspecified)	11.7	-1.1
COc1ccc(C(=O)Nc2ccc(C(=O)OCC(=O)c3cccc4ccccc34)cc2)cc1	16.0	1.1
O=C(CNS(=O)(=O)c1ccccc1)NCC(=O)N1CCCCC1	3.6	-1.3
Cc1nc(NCCc2ccc(S(N)(=O)=O)cc2)c2c(C)c(C)sc2n1	54.1	2.7
O=C(Nc1ccc2ccccc2c1)c1ccc2[nH]c(=O)c(=O)[nH]c2c1	-4.8	0.7
NC(=O)COC(=O)c1ccc(Cl)c(S(=O)(=O)N2CCN(c3ccc(F)cc3)CC2)c1	12.2	-0.7
Cc1ccc(NS(=O)(=O)c2ccc3c(c2)CCC(=O)N3)cc1C	22.3	-4.1
CCc1nn(CC(=O)N2CCN(c3ccc(F)cc3)CC2)c(=O)c2cc3occc3n12	-4.5	1.5
COc1cccc(C(=O)NC2CCN(CC(=O)NCc3ccccc3F)CC2)c1	9.7	0.6
CC[C@H]1OC(=O)C[C@@H](O)[C@H](C)[C@@H](O[C@@H]2O[C@H](C)C[C@H](N(C)C)[C@H]2O)[C@@H](CC=O)C[C@@H](C)C(=O)C=C[C@]2(C)O[C@H]2[C@@H]1C	0.9	-2.0
O=C(Cn1cc(C(F)(F)F)cc(Cl)c1=O)NCCc1ccc(Cl)cc1Cl	4.0	-1.7
Cc1nc(N)sc1C(=O)N/N=C/c1c[nH]c2ccccc12	2.3	5.0
Cc1ccc2nc(N(CCN(C)C)C(=O)C3=COCCO3)sc2c1	12.6	-1.6
CCN(CC(=O)Nc1c(F)cccc1F)C(=O)C1CC1C (stereo unspecified)	9.5	-0.5

Next section, starting with the last 5 of the part before.
SMILES	OX1R antag	STK33 kinase inh
CC[C@H]1OC(=O)C[C@@H](O)[C@H](C)[C@@H](O[C@@H]2O[C@H](C)C[C@H](N(C)C)[C@H]2O)[C@@H](CC=O)C[C@@H](C)C(=O)C=C[C@]2(C)O[C@H]2[C@@H]1C	0.9	-2.0
O=C(Cn1cc(C(F)(F)F)cc(Cl)c1=O)NCCc1ccc(Cl)cc1Cl	4.0	-1.7
Cc1nc(N)sc1C(=O)N/N=C/c1c[nH]c2ccccc12	2.3	5.0
Cc1ccc2nc(N(CCN(C)C)C(=O)C3=COCCO3)sc2c1	12.6	-1.6
CCN(CC(=O)Nc1c(F)cccc1F)C(=O)C1CC1C (stereo unspecified)	9.5	-0.5
COc1ccc(CCN(C)c2ccc(S(=O)(=O)N3CCCC3)cn2)cc1OC	8.5	-0.1
O=C(Cc1coc2cc3c(cc12)CCC3)OCC(=O)N1CCCC1=O	11.8	-2.4
Cc1cc(Nc2ccc(O)cc2)n2c(nc3ccccc32)c1C#N	6.2	-2.1
CC1(C)CC(=O)C2=C(C1)OC1=C(C(=O)CC(C)(C)C1)C2c1ccccc1	7.8	-0.2
CCOC(=O)c1ccc(NC(=O)c2nc[nH]c2C(=O)NC)cc1	39.9	-0.9
COC(=O)CN1C(c2ccccc2O)Nc2ccc(Br)cc2C1c1ccccc1 (stereo unspecified)	10.7	-2.2
COC(=O)c1c(NC(=O)c2ccco2)sc(C(=O)N(C)C)c1C	18.1	-0.4
CN(C)S(=O)(=O)c1ccc(/C(O)=C2/C(=O)C(=O)N(Cc3cccnc3)C2c2cccs2)cc1 (stereo unspecified)	23.4	-1.6
CCN(CC)S(=O)(=O)c1ccc(/C=C/C(=O)NC2CCCCC2)cc1	22.2	1.0
Cc1cc(F)ccc1S(=O)(=O)Nc1ccc(C(=O)N2CCCCCC2)cc1	3.7	-3.5
Cc1cccc2cc(CN(CC3CCCO3)C(=O)c3ccco3)c(=O)[nH]c12 (stereo unspecified)	17.2	-0.7
Cc1cc(Cl)ccc1OCC(=O)N1CCCCC1	25.7	-1.5
CC(=O)c1ccc(NC(=O)Cn2nc(C)cc2C)cc1	19.5	-2.0
CCOc1ccccc1NC(=O)CCNC(=O)Cn1ccc2ccccc2c1=O	8.3	-0.9
CCNC(=O)C(=O)NCC(c1ccc2c(c1)OCO2)N1CCOCC1 (stereo unspecified)	4.5	1.0
O=C(N/N=C\c1ccc(OC(=O)c2cccs2)cc1)c1ccc(Cl)cc1	7.1	-0.3
Cc1ccc(NC(=O)CN2C(=O)NC(C)(C3CC3)C2=O)c([N+](=O)[O-])c1 (stereo unspecified)	13.5	1.1
Cc1cccc(C(=O)NCc2nnc(SCc3ccc(F)cc3)n2C)c1	6.3	0.8
COc1ccc2cc(C(C)C(=O)NC3CCC(O)CC3)ccc2c1 (stereo unspecified)	14.9	-0.3
CCOC(=O)N1CCN(Cc2nc(-c3cccc(C)c3)no2)CC1	6.0	-0.3
Cc1ccc(NC(=O)COC(=O)c2ccc3c(=O)n4c(nc3c2)CCC4)c(Br)c1	4.1	1.2
CC(C(=O)NCCCn1ccnc1)(c1ccccc1)c1ccccc1	25.5	-0.6
[O-][N+]1=c2ccc(Nc3ccccc3)cc2=NC12CCCCC2	46.7*	0.3
CCOc1ccc(CCNC(=O)COC(=O)c2cccs2)cc1OCC	12.5	-6.0
C=C1CCC[C@]2(C)C[C@H]3OC(=O)C(CNCC(OC)OC)[C@H]3CC12 (stereo partly specified)	5.3	0.0
COc1ccc(F)cc1C(=O)C1CCCN(C(=O)C2=C(C)OCCO2)C1 (stereo unspecified)	8.3	-0.6
COc1ccc(CNC(=O)c2cc(=O)c3ccc(C)c(C)c3o2)cc1	14.9	-1.5
CCOc1ccc(NC(=O)CN(C)C(=O)CSCc2ccc(C)cc2)cc1OCC	22.5	-0.4
CCOC(=O)C(NC(C)=O)C(=O)O (stereo unspecified)	8.7	5.2
O=C(CNC(=O)c1cccs1)NCC(=O)OCc1ccc(Cl)cc1Cl	4.4	-0.5
O=C(CCNC(=O)c1ccc(Br)cc1)NCC1CCCO1 (stereo unspecified)	-1.2	-1.7
COCCNc1ncnc2c1nc1n2CCCC1	nt	-2.1
C=C(C)c1cccc(C(C)(C)NC(=O)Nc2ccc(C(N)=O)cc2)c1	14.3	1.2
C[C@@]12CCC3[C@@](CCC4[C@@]3(C)CCC[C@@]4(C)C(=O)NCc3ccccc3)(CC1=O)C2 (stereo partly specified)	3.0	-1.4
COc1ccc(N2CCN(C(=O)Cn3cncn3)CC2)cc1	-4.2	-1.2
O=C(CSc1nnnn1C1CCCC1)NCCc1ccccc1	8.0	-2.2
COc1ccc(Cc2nnc(NC(=O)C3CCCO3)s2)cc1OC (stereo unspecified)	7.2	5.0
O=C(O)c1cccc(N/N=C/c2cn(-c3ccccc3)nc2-c2cccs2)c1	19.4	-0.1
CN1CCN(c2ccc(S(=O)(=O)N3CCOCC3)cc2NC(=O)CCc2ccccc2)CC1	10.1	-0.7
COc1ccc(C(=O)NCC2CCCO2)cc1 (stereo unspecified)	12.5	0.0
COC(C[C@@H]1O[C@@H]1C(=O)[C@@H](C)OCc1ccccc1)OC	6.1	-3.3
Cc1cc(-c2ccccc2)c2c(=O)n(-c3ccccc3)[nH]c2n1	10.1	-0.3
COc1ccc(C2N=C(Nc3ccc(C)cc3)Nc3nc(C)cc(=O)n32)cc1 (stereo unspecified)	7.8	-0.8
CC(C)CC(=O)Nc1ccnc(-c2ccncc2)n1	1.4	-0.4
CN(/N=C/c1ccncc1)C1=NS(=O)(=O)c2ccccc21	33.1	4.9
COc1ccc(Cl)cc1NC(=O)CCN1CCN(c2ccccc2C)CC1	16.7	-0.8
COc1ccc(NC(=O)CSc2nnc(-c3cccnc3)o2)cc1	18.1	-0.5
COc1cc(-c2nnc(SCC(=O)NC3CCCC3)n2C)cc(OC)c1O	15.4	-2.7
COc1ccc([N+](=O)[O-])cc1C(=O)NC1CCN(Cc2ccccc2)CC1	18.5	-1.7
Cc1noc(C)c1NC(=O)Nc1cccc2c1O[C@H](CN(C)C(=O)NC1CCCCC1)[C@@H](C)CN([C@H](C)CO)C2=O	4.2	-0.7

Following part
SMILES	OX1R antag	STK33 kinase inh
O=C(CSc1n[nH]c(-c2ccccc2)n1)c1ccccc1	16.9	-2.1
COC(=O)c1ccccc1NC(=O)CC#N	25.3	-0.8
NNC(=O)c1ccc(OCC2CC(c3ccc(Cl)cc3)=NO2)cc1 (stereo unspecified)	12.6	-1.9
NC(=O)[C@@H]1CCCN1C(=O)c1cc(COc2ccc3c(c2)CCCC3)on1	nt	0.8
O=[N+]([O-])c1cc(/C=N/N2CCCCC2)ccc1Cl	13.8	-1.2
O=C(O)CSc1nnc(-c2ccc(Cl)cc2Cl)n1-c1ccccc1	-6.3	2.1
CCCNC(=O)c1ccc(N2CCC3(CC2)CC(c2ccccc2)=NO3)c(NC(=O)c2ccco2)c1	49.5	0.1
CCOC(=O)N/N=C\c1cccc(OC)c1	12.4	0.6
CC(Cc1cccnc1)NC(=O)c1ccccc1OC1CCN(S(C)(=O)=O)CC1 (stereo unspecified)	9.5	-1.7
CC(=O)NC(C)c1ccc(Cl)c(Cl)c1 (stereo unspecified)	14.0	-1.4
CC(=O)Nc1nc(C)c(-c2csc(Nc3ccc(S(N)(=O)=O)cc3)n2)s1	25.4	4.5
O=C(CSc1nnc(COc2ccc(Cl)cc2Cl)o1)Nc1ccccn1	10.2	1.5
O=[N+]([O-])c1ccc(S(=O)(=O)Nc2ccccn2)cc1	14.1	0.2
COC(=O)c1cc(NC(=O)C2CC=CCC2C(=O)O)cc(C(=O)OC)c1 (stereo unspecified)	38.6	0.0
O=C(Cc1ccccc1)Nc1ccc(N2CCOCC2)cc1N1CCOCC1	1.7	-2.4
CC(CC(=O)Nc1ccccc1C(F)(F)F)c1ccccc1 (stereo unspecified)	15.6	-0.1
Cc1cc(C)c2c(n1)sc1c(O)cc(=O)[nH]c12	9.1	-1.1

Screening results as filed in PubChem.
